GSIS activator: GLuc luminescence reporter in INS-1E cells, primary screen for activators of glucose-dependent secretion of insulin | INS-1E GLuc reporter insulin secretion, 2-3 h | activation, % at 16.6 µM | 370,000 tested, 0.61% active | AID 743287, 2014;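 active means lowest replicate activation of at least 40%, so every replicate reaches that level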;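 further: 0% = median of neutral control wells and 100% = median of IBMX positive control wells; some compounds called inactive have numbers as strong as hits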
PglD inh: C. jejuni PglD acetyltransferase inhibitors, primary screen, biochemical, DTNB colorimetric, single point; purified PglD enzyme, DTNB colorimetric CoA detection; inhibition, % at 12.5 µM; 360,000 tested, 0.098% active; AID 602405, 2012; in the data active means inhibition above about 16%, passing the limit was not always enough; inconclusive means no clear call, values can overlap the other calls; further: strong numbers were not always called active
C2C12 statin: suppressors of statin myotoxicity in C2C12 myotubes, primary screen, cell-based, single point, plate reader | 330,000 tested, 0.78% active | C2C12 myotubes + simvastatin, ATP luminescence, 48 h; scaled: DMSO 0, geranylgeraniol control 100 | rescue of ATP level, % at 7.49 µM;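 active means mean ATP rescue above about 67%, or every replicate alone reaching that limit, limit read from the data, passing the limit was not always enough; inconclusive means no clear call, values can overlap the other calls; inactive means mean under the limit and some replicate under it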;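 further: myotubes were challenged with 10 µM simvastatin during compound exposure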
FN deposition inh: inhibitors of fibronectin matrix deposition, primary screen, AH1F cells, Alexa488-fibronectin fluorescence, plate reader | AH1F fibroblasts, overnight | inhibition, % at 12.6 µM | 350,000 tested, 0.086% active | AID 743247, 2014;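 active means mean inhibition across replicates of 30% or more, regardless of how many single replicates reach that level; inconclusive means mean under 30% yet at least half of replicates reach 30%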;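 further: positive control wells lacked labelled fibronectin entirely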
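Measured by – fluorescence 485/525 nm · System – AH1F fibroblast monolayer, labelled fibronectin deposition · Amount – 10000 cells per well · Buffer or medium – serum-reduced DMEM (2% serum) · Doses – single dose, pinned · Also added – fluorescent fibronectin at 24 nM final · Schedule – 1 h cell attachment, overnight exposure to compound and label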
miR-122 sensor: miR-122 Renilla sensor signal increase in Huh7, primary screen, miR-122 inhibitor project, cell-based, single point, plate reader; Huh7 miR-122 Renilla luciferase sensor, 48 h; neutral wells = 0, positive control = 100; activation (reporter increase), % at 12.5 µM; 340,000 tested, 0.3% active; AID 602342, 2012;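 active means mean replicate activation score at least 90 and every replicate individually at or above 90; inconclusive means only one of the two criteria met; inactive means neither criterion met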;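 further: higher luciferase means less miR-122 activity so hits act as miR-122 inhibitors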
PGC1a acetyl inh: inhibitors of PGC1a acetylation signal, primary screen, cell-based, U2OS, AlphaScreen, inhibitor mode; AlphaScreen anti-acetyl-lysine; with virally co-expressed GCN5 acetyltransferase; inhibition, % at 15.6 µM; 350,000 tested, 0.17% active;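 active means every replicate shows inhibition of at least 40%; inconclusive means mean inhibition at least 40% but some replicate below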;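 further: 0% = neutral control wells and 100% = positive control wells; some results beyond the cut were filed as inactive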
CFTR F508del cor: F508del CFTR correction, initial screen, CFBE line, single point; CFBE cells, YFP halide quenching; stimulated with forskolin plus potentiator P3; % fluorescence drop versus neutral controls; activity (quench increase), % at 7.58 µM; 350,000 tested, 0.36% active; AID 720511, 2013;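 active means mean added fluorescence quench of at least 8% versus neutral control, with both replicates also reaching 8%; inconclusive means only one of the mean or replicate conditions met; inactive means mean below 8% and not both replicates reaching 8%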;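 further: cells transiently co-express mutant CFTR-F508del with the halide-sensitive YFP; corrector assay measuring rescue of mutant channel to the surface after 24 h compound exposure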
Cneo AK release: Cryptococcus neoformans cell lysis inducers, primary screen, AK release luminescence, single concentration | 360,000 tested, 0.2% active | AID 651654, 2012 | lysis activity, % at 15 µM | C. neoformans lysis, adenylate kinase release luminescence, 4 h; normalised: neutral wells 0, clomiphene wells 100;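 active means mean lysis activity across replicates of at least 80%, whatever share of replicates individually reach that level; inactive means mean lysis activity below 80%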
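Material: C. neoformans cells | Amount: Yeast cell density of 5 × 10^6 cells/mL | Medium: Fresh YPD growth medium | Dosing: Single dose | Times: Static 4 h at 37 °C with compound, 1 h detection | Detection: AK luminescence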
The depositor's hits bear a star; ? = inconclusive; · = not tested or not shown; & = joins results of further samples; [ ] = another dose, or the depositor's remark.

SMILES	GSIS activator	PglD inh	C2C12 statin	FN deposition inh	miR-122 sensor	PGC1a acetyl inh	CFTR F508del cor	Cneo AK release
O=C(c1ccc(Br)cc1)N1CCN(Cc2ccccc2)CC1	6	-2	-9	-4	-3	6	0.0	5
CCCCc1nnc(NC(=O)CSCc2cc(=O)n3c(C)csc3n2)s1	6	2	-1	-2	-8	4	0.2	2
CC(=O)CCc1ccc(OC(=O)c2cccnc2)cc1	·	-3	·	·	-13	-1	·	0
Cc1ccc(S(=O)(=O)N2CCN(CCC#N)CC2)cc1	1	·	·	-7	·	1	-2.4	·
Cc1ccc(C)c(S(=O)(=O)N2CCCCC2CCNC(=O)C(=O)NCc2ccccn2)c1 (stereo not drawn)	-10	·	13	1	·	·	3.4	·
CC1(C)CC[C@]2(C(=O)O[C@@H]3OC(CO)[C@@H](O)[C@H](O)[C@H]3O)CC[C@]3(C)C(=CCC4[C@@]5(C)CC[C@H](O[C@@H]6OC(C(=O)O)[C@@H](O)[C@H](O)[C@H]6O)C(C)(C)C5CC[C@]43C)[C@@H]2C1 (stereo partly drawn)	9	-2	3	10	0	6	1.4	-3
COc1ccc(Br)cc1C(=O)NCc1cccnc1	9	3	·	·	4	·	·	0
Cc1ccc(/C(N)=N/OC(=O)c2cccc(F)c2)cc1	26	1	·	-1	8	0	·	5
O=C(Nc1ccc(F)cc1F)N1CCC(c2nc3ccccc3o2)CC1	-5	·	9	-3	1	-7	-2.3	·
CO[C@@H]1CN(C)C(=O)c2cc(NS(C)(=O)=O)ccc2OC[C@H](C)N(CCC(F)(F)F)C[C@H]1C	8	2	-3	2	-16[16.7 µM]	6	3.2	-4
CCCC(=O)N1CCC1(C)C(=O)NS(=O)(=O)c1cccc(C)c1 (stereo not drawn)	-8	-4	1	9	-4	1	-3.0	-1
C[C@H](CO)N1C[C@H](C)[C@H](CN(C)Cc2ccccc2)Oc2ncc(C#Cc3ccccc3)cc2C1=O	-16	-2	1	12	20[16.7 µM]	1	0.5	0
O=C1NC(c2ccccc2)C(c2ccccc2)N1 (stereo not drawn)	16	·	·	-6	-6	3	-2.1	·
COC(=O)c1ccc(N2CCN(C)CC2)c(NC(=O)COc2cccc(C)c2)c1	34	-1	-7	3	1	-3	-0.7	0
Cc1cc(C)c(OCC(=O)OCC(=O)NNC(=O)c2ccccc2F)c(C)c1	5	-4	7	-7	·	·	2.5	-2
Cn1ccc2c(N3CCOCC3)cc3c(c21)C1CCC3C1 (stereo not drawn)	·	2	-5	-7	-5	3	3.5	10
CCCC(C(=O)N1CCOCC1)N1C(=O)C2C3C=CC(C3)C2C1=O (stereo not drawn)	16	4	17	·	3	8	-2.4	-1
CCOC(=O)c1[nH]c(C)c(C(=O)N2CCCC(Nc3ccc(C)c(C)c3)C2)c1C (stereo not drawn)	-4	-2	6	4	2	-12	-0.4	-1
O=C(Nc1ccc(F)cc1)N[C@@H]1CC[C@H](CC(=O)N2CCOCC2)O[C@@H]1CO	3	-3	-7	-9	1[16.7 µM]	2	0.5	5
COc1ccccc1Cc1c(-c2cccc(Br)c2)nc2ccc(Br)cn12	11	2	-29	9	-4	8	-0.3	-1
CS(=O)(=O)N(CC(=O)N1CCCCCC1)c1cccc(Br)c1	·	0	-1	8	-1	4	·	2
CN(CC(=O)Nc1ccc(F)cc1)C(=O)COC(=O)c1cc(S(=O)(=O)N(C)C)ccc1N1CCCC1	-9	-2	-2	-1	3	1	-0.4	1
Cc1cccc(Cc2cnc(NC(=O)C3=NCCN3)s2)c1	5	·	-12	-1	2	16	1.3	·
CCn1cc(C(=O)NCc2ccco2)c(=O)c2cc(F)c(N3CCN(C(=O)c4ccco4)CC3)cc21	·	4	-15	·	-4	·	·	7
Cc1cc(C)cc(NC(=S)NC2CC3CCCC(C2)N3C2CC2)c1 (stereo not drawn)	-9	·	·	-4	·	3	2.6	·

Next records follow.
SMILES	GSIS activator	PglD inh	C2C12 statin	FN deposition inh	miR-122 sensor	PGC1a acetyl inh	CFTR F508del cor	Cneo AK release
O=C(NCc1ccccc1)C1CCC(=O)N(CCN2CCOCC2)C1 (stereo not drawn)	2	12	7	-12	-4	10	-1.9	12
Cc1ccc(/C=C2\SC(=S)N(CCC(=O)NNC(=O)c3ccncc3)C2=O)cc1	-9	7	·	-11	0	17	-1.3	-2
O=C1CCCC(O)=C1C1C2=C(CCCC2=O)OC2=C1C(=O)CCC2	-11	0	6	-6	-7	-2	-1.2	-1
Cc1ccc(-c2nnc(SCC(=O)NC3CCCc4ccccc43)n2N)cc1 (stereo not drawn)	14	-4	·	-3	-5	3	·	-2
CCc1ccc(NC(=O)c2cc(S(=O)(=O)N3CCc4ccccc43)cn2C)cc1	·	-2	-2	6	4	-3	0.3	-2
CNC[C@H]1Oc2cc(C#CC3(O)CCCC3)ccc2S(=O)(=O)N([C@@H](C)CO)C[C@H]1C	3	0	-8	4	39[16.7 µM]	-1	2.2	-2
O=C(O)CC(c1ccc(Br)cc1)N1Cc2ccccc2C1=O (stereo not drawn)	-9	·	-2	1	-12	2	-0.4	-1
CCC(=O)N[C@H]1CC[C@@H](CC(=O)NCc2ccccc2F)O[C@H]1CO	1	-2	3	0	·	-2	0.8	-9
CCOC(=O)c1sc(NC(=O)CSc2nnc(C(C)C)n2CC)nc1C	·	7	8	8	2	-2	·	1
Cc1cc(C)cc(NC(=O)[C@H](Cc2c[nH]c3ccccc23)NC(=O)[C@@H]2Cc3ccccc3CN2)c1	·	-3	1	·	3	5	-1.6	4
O=C(C[C@H]1CC[C@H](NC(=O)Nc2ccc(C(F)(F)F)cc2)[C@H](CO)O1)NCc1cc(F)cc(F)c1	8	0	2	·	·	-3	0.1	-11
Cc1cccc(-c2ccc(C3[C@@H]4CN(C(=O)c5ccncc5)C[C@H]3N4)cc2)c1 (stereo partly drawn)	-1&-1	·	·	-3&5	·	-9&-6	0.3&-2.3	·
CC(C)NC(=O)N1[C@H](CO)[C@@H](c2ccc(-c3ccc(F)cc3)cc2)[C@@H]1C#N	-6	-1	?	0	·	-4	1.9	-4
CCCN1C(=O)/C(=C/c2ccc(C)o2)SC1=Nc1ccc(OC)cc1	-18	-4	-13	·	·	·	·	-4
Cn1nc(C(C)(C)C)cc1NC(=O)C1(C)CCN1C(=O)Cc1ccc(-c2ccccc2)cc1 (stereo not drawn)	-32	-10	-7	-1	-3	8	-1.3	2
CCOc1ccc(S(=O)(=O)NCc2cccnc2)cc1NC(=O)c1ccccc1	1	-5	1	·	4	-6	-0.6	-3
CCCC(=O)Nc1ccc2c(c1)C(=O)N(C)C[C@@H](OC)[C@@H](C)CN(Cc1ccccc1)[C@H](C)CO2	-12	0	13	-15	-10[16.7 µM]	5	-3.0	7
COc1ccccc1-c1ccc([C@H]2[C@H](C#N)N(C(=O)C3CC3)[C@H]2CO)cc1	7	4	-3	5	·	-5	2.5	81*
O=C(Nc1ccc(Cl)c(-c2nc3ccccc3[nH]2)c1)c1ccc2c(c1)OCO2	-15	-1	·	5	-4	-2	-3.1	0
O=C1[C@H](Oc2ccccc2)[C@@H](c2ccccc2)N1c1ccncc1	·	4	16	0	-2	5	0.2	5
CCCN(CC(=O)Nc1ccc(Cl)cc1Cl)Cc1cc(=O)n2ccsc2n1	5	-3	8	3	-7	10	0.4	-3
CCOC(=O)CSc1ccc2nnc(-c3cccnc3)n2n1	7	-1	-16	-1	1	6	-1.1	-4
CN(C)CCCNC(=O)C[C@@H]1C=C[C@H](NC(=O)c2ccccc2F)[C@@H](CO)O1	0	3	-8	6	·	0	0.3	37
C[C@@H]1CN([C@@H](C)CO)C(=O)c2cc(NC(=O)Nc3ccc(C(F)(F)F)cc3)ccc2O[C@H]1CN(C)Cc1ccc(-c2ccccc2)cc1	4	-1	·	·	-5[16.7 µM]	-3	1.0	68
CC(C)CC(NC(=O)C1CCCN1C(=O)[C@@H](C)NC(=O)OCc1ccccc1)C(=O)NCC(N)=O (stereo partly drawn)	14	-2	30	1	3	·	-1.3	-4

Following part.
SMILES	GSIS activator	PglD inh	C2C12 statin	FN deposition inh	miR-122 sensor	PGC1a acetyl inh	CFTR F508del cor	Cneo AK release
CC(C)c1ccc(S(=O)(=O)N2CCN(CC(O)CN3CCOCC3)CC2)cc1 (stereo not drawn)	5	5	6	-1	4	-2	0.3	-1
O=C(/C=C/c1cccc([N+](=O)[O-])c1)NCC1CCCO1 (stereo not drawn)	·	1	-7	-4	-8	11	·	-1
CC(C)(C)C(=O)Nc1ccc(C(=O)OC2CCCCC2)cc1	-39	-3	-30	·	-1	3	·	4
CCc1nc2c(OCc3ccc(F)cc3)cccn2c1N(C)C(=O)COc1ccccc1	-8	1	9	-9	1	0	2.6	0
Cc1sc(NC(=O)c2ccco2)c(CN2CCC(C)CC2)c1C	·	-1	12	·	2	-28	·	0
Cc1ccc(S(=O)(=O)N[C@H]2C=C[C@H](CC(=O)NCc3ccncn3)O[C@@H]2CO)cc1	4	-2	2	·	·	-3	1.2	-5
C[C@@H](NC(=O)C[C@@H]1C[C@@H]2c3cc(NS(=O)(=O)c4ccc(F)cc4)ccc3O[C@@H]2[C@@H](CO)O1)c1ccccc1	-15&-20	-2	4	-6&-15	-2	2	1.2	2
CCSCCOC(=O)C1=C(C)N(C)C(=O)NC1c1cc(OC)ccc1OC (stereo not drawn)	·	-3	8	·	5	-5	·	-2
COCCNc1oc(-c2ccccc2Cl)nc1S(=O)(=O)c1ccc(C)cc1	·	-2	8	·	4	-5	-0.3	-1
O=C(CSC1=NCCS1)Nc1nc2ccccc2s1	·	2	-4	-8	-1	-2	·	1
CCCCN(C)C(=O)C1CCCN(S(=O)(=O)c2ccc3c(c2)oc(=O)n3C)C1 (stereo not drawn)	-4	3	9	3	-2	7	-1.1	0
Cc1nc(SCC(=O)NC2(C#N)CCCC2)n(CC(C)C)c1C	26	-1	-14	2	1	0	-2.6	·
O=C(Nc1ccc(S(=O)(=O)N2CCCC2)cc1)C1CC(=O)N(c2ccc(F)cc2)C1 (stereo not drawn)	-6	2	9	7	8	-15	1.6	-7
COc1ccccc1-c1ccc([C@H]2[C@H]3CN(C(=O)CN4CCOCC4)CCCCN3[C@H]2CO)cc1	-9	0	-12	·	13[16.7 µM]	6	-0.3	2
CN(C)C=NCCn1c(N2CCOCC2)nc2c1c(=O)n(C)c(=O)n2C	·	7	2	·	0	19	·	0

Gathered by group, the compounds so far with a Cl atom.
SMILES	GSIS activator	PglD inh	C2C12 statin	FN deposition inh	miR-122 sensor	PGC1a acetyl inh	CFTR F508del cor	Cneo AK release
O=C(Nc1ccc(Cl)c(-c2nc3ccccc3[nH]2)c1)c1ccc2c(c1)OCO2	-15	-1	·	5	-4	-2	-3.1	0
CCCN(CC(=O)Nc1ccc(Cl)cc1Cl)Cc1cc(=O)n2ccsc2n1	5	-3	8	3	-7	10	0.4	-3
COCCNc1oc(-c2ccccc2Cl)nc1S(=O)(=O)c1ccc(C)cc1	·	-2	8	·	4	-5	-0.3	-1
